# human PMI inhibition – MPI enzyme activity inhibition – biochemical, fluorescence intensity, coupled assay, primary screen (AID 1209) | 190,000 tested, 0.42% active | one-dose inhibition, % at 20 µM; IC50 in µM for titrated hits | purified PMI enzyme, coupled fluorescence intensity; higher % means a stronger effect;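 note: plate controls were DMSO vehicle for no effect and wells lacking substrate for full effect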
# Yfh1-depleted yeast – enhancers of respiration in Yfh1-depleted yeast, dose response, Friedreich's ataxia, plus single-dose screen (AID 1465); fold induction at 50 µM, or EC50 in µM where a hit was titrated; 220,000 tested, 0.074% active; S. cerevisiae Yfh1-off respiration, WST-1 reduction, 72 h; higher fold induction means a stronger effect;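 active = fold induction of absorbance versus untreated yeast above a set limit, then at least 30% activation at any dose in follow-up; inconclusive = repeats straddling the limit, or above it without dose testing; inactive = fold induction below the set limit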;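 note: activators that raise dye reduction in frataxin-depleted yeast; strong numbers were not always called active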
# Dynein cargo inh – blocks dynein driven cargo transport along microtubules; z-score, hits read low; 220,000 tested, 0.47% active; 3617.4 mouse cells, GR-EGFP nuclear translocation imaging; test concentration mostly 20 µM; stimulated with dexamethasone, 1 µM; active compounds read low;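 active = plate z-score of nuclear minus cytoplasmic receptor signal below a set negative limit, without overly bright fluorescence or cell loss, cut at about -3.5 in these data, passing the limit was not always enough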;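 note: z-score of nuclear minus cytoplasmic ring GR-EGFP intensity difference per well; some compounds called inactive have numbers as strong as hits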
#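 medium = tetracycline-free induction medium containing charcoal-stripped FBS | also added = 1.0 µM final dexamethasone stimulus | schedule = 48 h induction, 1 h compound, 30 min dex at 37 °C | technique = fixed, Hoechst-stained cells imaged at 10x for EGFP | measure = GR-EGFP nuclear translocation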
# WT yeast gro inh – growth inhibition of WT yeast, mitochondrial fusion screen. mitochondrial fusion phenotypic screen, WT strain. AID 1362. inhibition, % at 10 µM. 190,000 tested, 2.1% active; in the data active = inhibition above about 58%; tested in S. cerevisiae
# MT stabilizer – microtubule stabilizers in HeLa cells; HeLa tubulin immunostaining HCS, 24 h; share of cells brighter than vehicle mean+2SD; % tubulin-high responders, % at 10 µM; 200,000 tested, 0.83% active; AID 2205;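 active = plate Z-score above 3 for both tubulin-high and condensed-nucleus cell shares, with cell loss under 80%, at 10 µM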;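 note: anti alpha tubulin signal scored within the nucleus-defined area of each cell; some results filed as inactive read as strong as hits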
# Autophagy HCS – autophagy modulation, high-content screen; MEF GFP-LC3 puncta imaging; test concentration mostly 10 µM; calls only at 10 µM (by protocol); 190,000 tested, 0.98% active; AID 463193;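 active = percentage of spot-positive cells more than 3 SD above its plate mean, without a fluorescence outlier flag or 80% toxicity; inconclusive = no clear call, values can overlap the other calls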;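 note: spot-positive cell cutoff set from DMSO-treated cells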
# Insulin prom up – MIN6 insulin promoter up-regulation; z-score at 5 µM; 190,000 tested, 0.3% active; AID 1625; MIN6 insulin promoter-GFP reporter, high-content imaging; active compounds read high;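 active = z-score above 3 at 5 µM with at least 500 cells counted in the well; inconclusive = wells under 500 cells, flagged as cytotoxic or low count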
# b-catenin transl – beta-catenin nuclear translocation modulation; HeLa beta-catenin nuclear translocation, immunofluorescence imaging; nuclear translocation activity, % at 5 µM; 190,000 tested, 0.3% active; AID 1665;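 active = nuclear translocation activity above 50% at 5 µM, with a well cell count of 50 or more; inconclusive = wells under 50 cells across six images, flagged as toxic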;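 note: per-cell ratio of nuclear to cytoplasmic median beta-catenin stain intensity; plate controls were DMSO negative control for no effect and GSK-3 inhibitor IX positive control for full effect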
#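 assay system = human HeLa cells, endogenous beta-catenin | times = compound treatment 24 h, 37°C, 5% CO2 | detection = Anti-beta-catenin immunofluorescence on PFA-fixed, Triton-permeabilized cells, DAPI nuclei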
# PMI inhibition – human PMI inhibitors, high substrate, primary screen, biochemical, fluorescence intensity, high mannose 6-phosphate (AID 1220) | recombinant PMI enzyme, coupled fluorescence intensity; higher % means a stronger effect | inhibition, % at 20 µM; hits with a dose series show IC50 in µM | 190,000 tested, 0.66% active
# WT yeast gro inh mutant strain – further read-out of WT yeast gro inh, marked with its call; inhibition, %; mitochondrial fusion phenotypic screen, mutant strain inhibition
# Dynein cargo inh cytoplasmic EGFP – further read-out of Dynein cargo inh, marked with its call; z-score; measured here: cytoplasmic GR-EGFP intensity; active compounds read high
# Dynein cargo inh nuclear GR-EGFP – second read-out of Dynein cargo inh, no call of its own (marks repeat the call); z-score; measured here: nuclear GR-EGFP intensity;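 lower value marks the stronger effect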
# Dynein cargo inh cell count – further read-out of Dynein cargo inh, marked with its call; z-score; measured here: cell count per field
# Insulin prom up cell count – also measured in Insulin prom up; calls as there; cell count; measured here: cytotoxicity, nuclei count;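 total cells summed across four imaged fields per well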
# b-catenin transl cell count 5 µM – also measured in b-catenin transl; calls as there; cell count; measured here: cell count, cytotoxicity flag
# MT stabilizer Hoechst-high % – second read-out of MT stabilizer, no call of its own (marks repeat the call); % Hoechst-high responders; measured here: nuclear condensation Hoechst responders;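 share of cells brighter than vehicle mean plus two SD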
# MT stabilizer cytotoxicity % – second read-out of MT stabilizer, no call of its own (marks repeat the call); toxicity, %; measured here: cytotoxicity by cell density;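 0% = mean cell density of plate MIN control wells and 100% = no cells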
# Autophagy HCS cell loss 18 h – further read-out of Autophagy HCS, marked with its call; toxicity, %; measured here: cell loss, nuclei count;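 cell loss after 18 h compound exposure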
# The depositor's hits bear a star; i = inactive; ? = inconclusive; . = not tested or not shown. Cut-off read from the data, not from the text of the source, unless noted: active = inhibition above about 50%; inactive = the rest.
# Each structure is followed by: human PMI inhibition	Yfh1-depleted yeast	Dynein cargo inh	Dynein cargo inh cytoplasmic EGFP	Dynein cargo inh nuclear GR-EGFP	Dynein cargo inh cell count	WT yeast gro inh	WT yeast gro inh mutant strain	MT stabilizer	MT stabilizer Hoechst-high %	MT stabilizer cytotoxicity %	Autophagy HCS	Autophagy HCS cell loss 18 h	Insulin prom up	Insulin prom up cell count	b-catenin transl	b-catenin transl cell count 5 µM	PMI inhibition
> Cc1ccc(C2CC(=O)C=C(NCC(C)C)C2)cc1 (stereo unspecified)
    9%	i	0.038	-0.22	0.11	-0.01	-4	6	3.5	2.5	2.8	i	13	.	.	0.5	1051	-1%
> O=C(CN1CCC(NC(=O)c2ccccc2F)CC1)Nc1ccc2c(c1)OCCO2
    -9%	i	0.0093	-0.3	0.25	0.77	-10	2	1.8	1.3	3.7	i	-8	-0.09	1572	2.0	971	-2%
> Cc1cccc(Cc2nnc(CCC(=O)NCc3cn4ccccc4n3)o2)c1
    -6%	i	0.14	-0.32	0.38	0.29	0	-19	.	.	.	i	7	-0.13	1377	1.1	965	-7%
> COc1cccc(NC(=O)Cc2c(C(=O)O)[nH]c3ccccc23)c1
    -4%	i	0.092	-0.21	0.58	0.99	35	-4	2.0	1.8	7.8	i	4	0.15	1557	-0.2	1388	-6%
> CNc1ccc(Br)cc(C(=O)/C=C/c2cccc(OC)c2OC)c1=O
    4%	i	-0.64	-0.063	-0.21	-0.88	3	-8	4.4	2.8	19	i	-2	.	.	-0.9	1179	4%
> CCn1c(SCC(=O)Nc2cc(C)on2)nnc1-c1ccc(S(=O)(=O)N2CCCC2)cc1
    -2%	i	-0.33	-0.34	0.027	0.85	5	24	3.9	2.1	7.8	i	22	0.08	930	-2.9	1099	1%
> CC(=O)Nc1ccccc1Nc1cc(C#N)c(C#N)cc1[N+](=O)[O-]
    -14%	i	-0.24	-0.23	-0.3	-0.21	.	.	3.5	1.7	6.1	i	-19	.	.	.	.	-9%
> O=C(NCc1ccc(F)cc1)N[C@@H](Cc1ccccc1)C(=O)O
    -1%	i	-0.74	-0.2	-0.086	0.59	-10	8	3.6	2.8	8.8	i	2	0.58	950	-1.8	691	-5%
> NCCCC[C@H](N)c1nnc([C@H](CC(=O)O)NC(=O)C2CCNCC2)o1
    2%	i	-0.41	-0.079	0.049	-0.15	-1	-2	1.4	1.6	8.3	i	-5	0.17	1422	0.4	1095	-7%
> CS(=O)c1ccccc1O (stereo unspecified)
    -6%	i	-0.39	-0.32	0.22	0.5	-16	8	3.2	3.1	6.1	i	5	-0.38	1218	-1.4	1129	-6%
> Cn1c(-n2c(CCN3C(=O)c4ccccc4C3=O)nc3ccccc3c2=O)nc2ccccc21
    -1%	.	.	.	.	.	7	-5	.	.	.	.	.	0.3	987	-0.4	1177	2%
> CS(=O)(=O)N1N=C(c2cccs2)CC1c1ccccc1 (stereo unspecified)
    .	i	-0.062	-0.23	-0.0096	-0.45	.	.	.	.	.	.	.	-0.07	969	0.2	1364	.
> O=C(CCCSc1nc2ccccc2c(=O)[nH]1)c1ccc(F)cc1
    13%	i	0.44	-0.11	0.22	-1.1	3	-19	3.0	3.7	11	i	-15	-0.12	1130	-2.0	1020	14%
> CN(C)c1cccc(C(=O)NNC(=S)NC2CCCC2)c1
    -20%	i	-0.43	-0.24	-0.037	0.27	17	16	2.0	3.2	1.1	i	5	-0.32	1503	-1.4	1166	-7%
> Cc1ccnn1CCC(=O)O
    .	i	-0.6	-0.26	0.1	1.2	.	.	.	.	.	.	.	0.45	969	-0.4	1371	.
> CC(=O)c1cc2c(cc1NC(=O)CN1CCN(c3cccc(C(F)(F)F)c3)CC1)OCO2
    -15%	i	2.6	-0.14	1.1	-1.7	1	3	3.6	1.6	8.9	i	-2	-0.02	1254	-2.6	1220	-19%
> COc1ccc(-c2nn(-c3ccccc3)cc2C(=O)n2nnc3ccccc32)cc1
    7%	i	-1.7	-0.13	-1	0.64	-10	-2	1.1	0.8	3.6	i	-12	-0.11	737	-2.4	1032	-1%
> COc1ccccc1-n1c(=S)sc2c(=O)n(Cc3ccco3)c(SC)nc21
    17%	i	-0.79	-0.16	-0.13	0.83	9	-34	4.3	3.5	12	i	22	-2.6	1384	.	.	12%
> COc1cccc(C(Nc2ccccn2)c2oc(CO)cc(=O)c2O)c1 (stereo unspecified)
    -17%	i	-0.23	-0.28	-0.074	0.99	6	-1	2.4	1.4	0.3	i	17	.	.	.	.	30%
> COc1ccc(NC(=O)Nc2ccc(CC(=O)O)cc2)cc1
    1%	i	0.75	-0.36	0.53	0.4	3	12	5.9	1.9	3.8	i	-12	-0.04	1233	-0.6	1087	1%
> CCCCn1c(SCc2cc(=O)n3ccsc3n2)nc2cc(C(=O)OC)ccc2c1=O
    -8%	.	.	.	.	.	.	.	.	.	.	.	.	-0.36	1078	-3.7	772	-9%
> CCOC(=O)c1cc2c(s1)-c1c(C)cccc1OC2
    11%	i	-0.86	-0.22	-0.45	-0.099	38	37	3.8	1.9	1.4	i	8	1.1	823	.	.	33%
> Cc1cccc(C)c1OCC(=O)Nc1ccc(N2CCOCC2)cc1
    2%	i	0.2	-0.0043	-0.037	0.15	-2	-17	2.7	2.8	2.0	i	-10	-0.22	1407	2.4	1022	2%
> CCCCOc1cccc(OCC(=O)Nc2nc3ccccc3[nH]2)c1
    -15%	i	2.2	-0.24	0.94	-1.2	13	13	4.6	3.2	9.2	i	-14	-0.09	1221	2.2	538	-10%
> C/C(=N/O)c1c(O)c(C)c(-c2ccccc2)n(-c2ccccc2)c1=O
    4%	i	0.15	-0.21	0.21	0.25	0	6	2.9	2.9	9.0	i	-5	0.28	1322	-1.1	1032	4%
> COc1ccc(NC(=O)COC(=O)COc2cccc(Br)c2)cc1OC
    -2%	i	-1.1	-0.2	-0.065	0.74	-21	8	3.8	4.3	7.7	i	-3	-0.58	1123	0.3	1122	-1%
> Cc1c(C(=O)N2CCCCC2C)sc2ncnc(N3CCc4ccccc4C3)c12 (stereo unspecified)
    2%	i	-0.039	-0.34	-0.11	0.92	50	10	2.6	3.4	3.4	i	11	0.09	957	.	.	2%
> CC(=O)Oc1ccc(-c2cccc(C(=O)NCC(=O)O)c2)cc1
    3%	i	-0.028	0.27	-0.56	-1	-17	6	3.7	1.9	2.4	i	2	0.43	1655	-1.6	1392	6%
> CCCCCCn1c(NCC)nc2c1c(=O)[nH]c(=O)n2C
    -1%	i	0.51	-0.29	0.58	-0.33	11	-19	2.5	1.7	8.2	i	5	0.11	808	-3.3	997	-7%
> CCOC(=O)c1nnn(-c2nonc2N)c1CN1CCCCCC1
    13%	i	-0.66	-0.22	-0.29	1.2	-9	-1	2.7	2.3	4.0	i	-19	.	.	-2.3	784	6%
> CCc1cc(-c2n[nH]c(C)c2-c2nc(C)cs2)c(O)cc1OC
    22%	i	-0.7	-0.3	-0.24	0.86	14	11	3.0	1.8	6.4	i	7	-1.1	1293	1.3	1059	16%
> CCS(=O)(=O)c1ccc(O)c(NC(=O)c2cc(OC)c(OC)c(OC)c2)c1
    -4%	i	-0.76	-0.12	0.035	0.67	19	5	4.5	2.8	8.1	i	-7	-0.07	1013	-0.7	1173	-2%
> Cc1cc(C)n(CC(=O)n2nc(C)cc2C)n1
    1%	.	0.15	-0.24	0.25	-1.3	-14	-34	3.3	2.8	5.0	i	-3	-0.48	1241	.	.	4%
> Cc1cccc(NC(=O)CSc2nc3[nH]ncc3c(=O)[nH]2)c1C
    12%	i	-0.16	-0.31	-0.34	0.5	-9	-14	4.8	2.6	9.1	i	0	0.17	1339	-2.2	923	-6%
> O=C(C1=C[C@H](c2csc3ccccc23)C[C@H](OCc2ccc(CO)cc2)O1)N1CCOCC1
    5%	i	-0.64	-0.29	-0.039	0.33	-3	-3	3.3	1.9	4.7	i	13	0.18	1222	-0.6	1172	-7%
> COc1ccc(C2(CNC(=O)c3ccc(OCC(C)C)cc3)CCOCC2)cc1
    4%	i	-0.88	-0.32	-0.56	0.9	20	9	4.3	2.5	10	i	7	-0.93	1465	-1.8	1132	0%
> O=C(N/N=C\c1cccc([N+](=O)[O-])c1O)C1COc2ccccc2O1 (stereo unspecified)
    11%	i	2.1	0.049	1.4	-1.6	17	5	5.8	3.0	6.1	i	25	-0.28	1511	0.6	1126	-15%
> CC(/C=N/NC(=O)CSc1n[nH]c(=O)[nH]c1=O)=C\c1ccccc1
    .	i	-0.11	-0.23	-0.095	-0.0057	.	.	.	.	.	.	.	-0.23	1378	1.7	1288	.
> COc1cccc(CNc2ncnc3cc(OC)c(OC)cc23)c1
    11%	?	-0.2	-0.2	-0.43	0.38	1	17	1.2	1.8	4.4	i	-2	-0.26	1710	-3.3	1158	13%
> COc1cccc(N2CCN(CC(=O)NC3=Nc4ccccc4N=C(C)C3c3ccccc3)CC2)c1 (stereo unspecified)
    .	i	-0.61	-0.15	-0.34	1.5	.	.	.	.	.	.	.	-0.34	970	1.1	1324	.

# From PubChem BioAssay
